# Compound activity (PubChem BioAssay)
# AI-2 QS mod: Vibrio harveyi AI-2 quorum sensing modulation; activity change, % at 7.5 µM; 300,000 tested, 0.4% active; Vibrio harveyi JMH597 AI-2 luminescence/OD600 ratio, 9 h; stronger effect = lower value; strain lacks LuxN and CqsS sensors; 0 = neutral-control median; in the data active = activity change below about -75%, passing the limit was not always enough; inconclusive = no clear call, values can overlap the other calls;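 note: luminescence divided by OD600 gain over 9 h not by final OD600 alone; inactives centre near 13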
# HIF activator: HIF pathway transcriptional activation; activation, % at 7.5 µM (by protocol); U2OS HRE-luciferase reporter, luminescence; normalized: DMSO 0%, desferrioxamine 100%; 300,000 tested, 0.32% active;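 active = mean activation of at least 10% of the iron chelator positive control signal, with at least half of replicates also reaching 10%; inconclusive = mean and replicate majority disagree about reaching 10%; inactive = mean and most replicates under 10%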
# KLF5 inhibitor: kruppel-like factor 5 inhibition; DLD-1 KLF5 promoter-luciferase reporter, luminescence; 290,000 tested, 0.23% active; AID 1700; inhibition, % at 5 µM;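 active = inhibition above a per-plate limit of that plate's mean compound inhibition plus 3 SD, cut at about 60% in these data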;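 note: 0% = DMSO wells and 100% = LY294002 at 200 µM; higher means less KLF5 promoter-driven luciferase light; inactives centre near -14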
# HSF-1 act: increases HSF-1 driven luciferase reporter signal | activation, % at 9 µM | NIH3T3-HGL HSF-1 luciferase reporter, MG132, 8 h; 100% = twice DMSO control signal | AID 504408 | 300,000 tested, 1.7% active;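 active = mean replicate activation of at least 50% with a set share of replicates each reaching 50%; inconclusive = only one of those two conditions met; inactive = mean below 50% and too few replicates reaching it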;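 note: 0% = median of the neutral control wells and 100% = twice that signal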
# Platelet DG rel: platelet dense granule release activity. inhibition, %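 (compounds screened at 7.5 µM in platelet-rich plasma)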. 300,000 tested, 0.22% active. human platelet-rich plasma, SFLLRN dense granule ATP release, luminescence;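 active = mean replicate score, as percent of positive control, at or above 50; inconclusive = mean below 50 but at least one replicate at or above 50; inactive = mean and every replicate below 50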
# HSF1 inh: HSF1 inhibition. 300,000 tested, 0.77% active. activity change, negative = inhibition, % at 7.5 µM (by protocol). NIH3T3-HGL HSE-luciferase, MG132-induced, luminescence 8 h; stronger effect = lower value. AID 2098;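 active = more than half of replicate wells show activity change below -50%, luminescence cut by over half; inconclusive = some wells, but at most half, below -50%; inactive = no replicate well below -50%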;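 note: luciferase reports HSF-1 transcriptional activity via heat shock element; 0% = median of DMSO wells and -100% = zero luminescence signal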
# SKKanGAS inh: SKKanGAS growth inhibition. inhibition, % at 7.5 µM. 300,000 tested, 1.3% active. S. pyogenes SKKanGAS, kanamycin growth, BacTiter-Glo, 6 h. AID 1662;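 active = mean replicate score, as percent of positive control median, at least 50; inconclusive = mean below 50 but one replicate at or above 50; inactive = mean and every replicate below 50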;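 note: strain carries kanamycin resistance gene driven by streptokinase promoter and grows in 40 µg/ml kanamycin; loss of luminescence reflects streptokinase promoter inhibition or plain growth inhibition; 0% = median of DMSO wells and 100% = positive control at its reference dose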
# IEC-6 cytotox: IEC-6 cytotoxicity, counter-screen for KLF5 inhibitors | luminescence viability | inhibition, % at 5 µM | 290,000 tested, 0.78% active | AID 1825; in the data active = inhibition above about 22%;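 note: 0% = plate median of test compound wells and 100% = cytotoxic reference compound wells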
# aSyn UTR inh: MLPCN primary screen, SNCA 5' untranslated region; alpha-synuclein 5'UTR reporter, inhibitor activity; inhibition, % (tested at 7.5 µM); 300,000 tested, 0.82% active; AID 1813; in the data active = inhibition above about 60%; inconclusive = no clear call, values can overlap the other calls;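 note: H4 neuroglioblastoma cells stably carrying SNCA 5'UTR luciferase fusion; 0% = DMSO wells and 100% = positive control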
# HSP90 refold inh: blocks HSP90-mediated luciferase refolding in reticulocyte lysate; Rabbit reticulocyte lysate, luciferase refolding luminescence, 3 h; AID 1789; 290,000 tested, 0.91% active; inhibition, % at 5.6 µM;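 active = inhibition above the screen-wide mean plus 3 SD, computed separately per campaign, cut at about 16% in these data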;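 note: 0% = DMSO wells and 100% = 60 µM geldanamycin wells; inhibitors lower the luminescence because luciferase stays unfolded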
# An asterisk follows results filed as active; ? = inconclusive; . = no result given.
SMILES,AI-2 QS mod,HIF activator,KLF5 inhibitor,HSF-1 act,Platelet DG rel,HSF1 inh,SKKanGAS inh,IEC-6 cytotox,aSyn UTR inh,HSP90 refold inh
O=C(/C=C/c1cccs1)Nc1ccc(N2CCOCC2)c(S(=O)(=O)Nc2ccccc2Cl)c1,46,0.5,-21,42,3,14,8,-4,-139,1
CCOc1ccc(N(CC)C(=O)c2cn(CC)c(=O)c3cc(OC)c(OC)cc23)cc1,13,-12,-19,1,0,-1,-3,-1,1,-2
C=CCN1C(=O)N/C(=C/c2ccccc2OCC(=O)Nc2ccc(F)cc2)C1=O,8,0.1,-11,23,2,5,-18,-8,-24,-3
CC1CCN(C(=O)CSc2nnc(Cc3ccccc3)o2)CC1,9,-0.2,-19,13,0,0,-3,0,6,-4
Cc1ccc(NC(=O)OCc2cccs2)cc1,-90*,7.5,-146,42,-6,23,7,2,-191,0
O=C1CC(C(=O)N2CCCc3ccccc32)CN1c1ccc(F)cc1 (configuration not stated),4,0.9,-37,6,0,0,2,-2,-3,-1
COc1ccc(N2C(=O)C3CCCN3C2c2cccc(C)c2)cc1Cl (configuration not stated),6,0.0,-22,4,0,-4,-11,-4,3,-2
CCCc1nn(-c2cc(Cl)ccc2OC)c2c1C(=O)CCC2,11,-0.3,21,3,4,7,-5,5,31,0
COc1ccc(NC(=O)COC(=O)c2ccc(-n3cnnn3)cc2)cc1Cl,30,-0.2,.,2,-2,2,2,.,-1,.
NS(=O)(=O)c1ccc(NC(=O)CSc2ncnc3ccccc23)cc1,41,0.3,0,3,3,-2,9,4,-2,0
NC(=O)c1cc(S(=O)(=O)N2CCCC2)ccc1OCc1ccc(F)cc1,36,0.5,-5,13,2,-2,-1,7,25,-6
COc1cccc(-n2c([S-])c(C(=O)Nc3ccc(S(=O)(=O)N4CCOCC4)cc3)[n+]3cc(C(N)=O)ccc23)c1,18,-0.2,-22,2,12,-4,4,11,38,-3
COc1cccc(N2CCN(C3OC(=O)c4ccccc43)CC2)c1 (configuration not stated),20,-0.3,-29,8,-14,2,-3,-2,-1,0
C=CCn1c(=O)/c(=C/c2ccc(F)cc2)s/c1=C(\C#N)c1nnc2n1CCCCC2,-18,-0.3,-23,32,3,24,14,-1,2,8
O=C(CNS(=O)(=O)c1ccccc1)OCC(=O)c1ccc(OC(=O)c2ccccc2)cc1,11,-0.5,0,3,8,11,-5,0,-67,-1
CCCN1CCC(NC(=O)Cc2ccc(C)cc2)CC1,19,-13,-39,4,10,0,3,-5,-22,0
Cc1cc(C)n(C(=O)CNC(=O)c2ccccc2Br)n1,30,0.0,-23,2,-5,-1,-1,-3,-15,-4
COC(=O)c1cccnc1-n1c(=O)c2cccnc2n(Cc2cccc(OC)c2)c1=O,15,0.1,.,18,-18,-8,-2,.,19,.
CN(C)/C=N/c1nc(Sc2ccc(C(F)(F)F)cc2[N+](=O)[O-])n[nH]1,30,.,-3,.,.,.,-4,0,.,-2
Cc1ccc(NC(=O)NC(=O)CSc2n[nH]c(N)n2)c(C)c1,1,-2.1,-20,3,6,-7,0,5,9,-1
Fc1ccc(C2CCCN2Cc2nc(Cc3ccccc3)no2)cc1 (configuration not stated),35,0.0,-4,-2,2,7,1,-2,-7,0
CCCCC(CC)C(=O)Nc1ccc(Nc2ccccc2)cc1 (configuration not stated),28,-2.3,-9,15,-1,13,6,-5,-3,-1
N#CC1=C(N)Oc2cc(O)ccc2C1c1cccs1 (configuration not stated),6,0.2,-11,-5,-1,-4,2,-5,17,2
CCCCOc1cccc(C(=O)NNC(=S)NC2CCCCC2)c1,22,0.4,4,24,9,4,11,-4,-11,2
Cc1ccc(NC(=O)c2cccc(S(=O)(=O)NCc3ccccc3)c2)nc1,12,-2.4,.,0,8,-4,-26,.,12,.
CCN(CC(=O)Nc1ccccc1OC)C(=O)c1ccc(N(C)S(=O)(=O)c2ccc(C)cc2)cc1,5,0.9,.,7,8,4,4,.,15,.
Cc1nnc(SCC(=O)Nc2nc3c(s2)CC(C)CC3)s1 (configuration not stated),14,1.4,-78,30,7,6,-3,0,-75,-2
Cc1cc(C)c(S(=O)(=O)N2CCN(C)CC2)c(C)c1,1,0.3,-49,-15,8,-13,-13,-1,-27,6
CCOC(=O)c1c(-c2ccccc2)csc1N1C(=O)Nc2ccccc2N1O,31,0.0,10,14,3,1,15,-11,-6,-3
CC(=O)c1cccc(NC(=S)NC(=O)CC(C)(C)C)c1,-5,3.6,-37,14,-5,3,-12,-21,-134,-3
CC(C)NS(=O)(=O)c1ccc(CCC(=O)N2CCCCC2)cc1,8,-0.1,-5,5,2,-5,-16,3,3,-2
O=C1NC(=Nc2cccc([N+](=O)[O-])c2)SC1(CO)CO,3,-2.0,-14,-6,-3,0,1,-4,-4,-3
CCSc1nnc2c(Cl)cc(Cl)cn12,-6,.,14,.,.,.,5,8,.,2
CN1CCN(C(=O)c2cc(=O)c3cc(Cl)ccc3o2)CC1,15,-1.0,-33,-16,1,-8,5,1,-6,3
Cc1ccc(C2=NN(CCC#N)C(=O)CO2)cc1,11,0.5,-39,1,2,-8,-1,-2,4,2
CCCC(=O)NC(=S)N1CCN(c2ccc([N+](=O)[O-])cc2)CC1,3,0.0,-8,-5,6,-3,0,5,-6,-1
Cc1cc(C)c(C(=O)c2ccc(C(=O)N(C(C)C)C(C)C)cc2)c(C)c1,5,-1.2,6,12,-1,5,1,-5,18,-1
CCC/C(O)=C1\C(=O)CC(c2ccccc2)CC1=NCCc1c(C)[nH]c2ccc(C)cc12 (configuration not stated),13,-0.7,-5,1,0,3,16,3,30,5
Cn1cc(/C=C/C(=O)N2CCCC(C(=O)c3ccc(C(F)(F)F)cc3)C2)cn1 (configuration not stated),14,0.3,-24,18,2,3,-1,-5,-26,-3
CCCCOc1ccc(Cl)cc1CSc1nnc(C)n1N,11,-0.4,1,10,11,-7,-3,1,22,0
C[C@H](NC(=O)[C@H](Cc1ccccc1)NC(=O)c1cc2cc(Cl)ccc2n1C)C(=O)O,10,1.0,-20,-3,-3,-5,3,4,-5,3
O=C(NCCN1CCC(Cc2ccccc2)CC1)C1CCN(S(=O)(=O)N2CCC3(CC2)OCCO3)CC1,21,-0.2,-19,-6,-2,-1,-5,5,0,-3
Cn1nc(Cc2n[nH]c(=S)n2C)c2ccccc2c1=O,13,-0.3,4,2,-1,-1,2,-8,17,-3
CCCS(=O)(=O)N1CCCC(C(=O)N2CCN(c3ccccn3)CC2)C1 (configuration not stated),28,0.2,-28,-2,-1,-9,-7,4,18,2
CCOC(=O)c1cc([N+](=O)[O-])sc1N,11,-0.8,-22,4,-4,-6,-2,4,3,0
Cn1nnnc1SCC(=O)N1CCN(C(c2ccccc2)c2ccccc2)CC1,11,-0.1,-13,-6,-2,2,5,1,25,-1
COCCN(CCOC)Cc1c(O)ccc2c1O/C(=C\c1ccco1)C2=O,21,-5.0,4,-5,0,-4,2,-6,-1,-2
O=C(NCCc1ccccn1)c1ccc(NS(=O)(=O)c2ccc(F)cc2)cc1,34,0.0,-22,.,-3,.,3,-1,12,-2
CN(C)S(=O)(=O)c1ccc(C(=O)NCCc2ccco2)cc1,30,0.6,-31,27,0,13,5,0,-24,-2
CCOc1ccc(NC(=O)Nc2cccn(Cc3ccccc3)c2=O)cc1,-11,1.1,-41,18,1,8,-7,-4,-43,3
COc1ccc(NC(=O)CSc2nnc(-c3cccnc3)n2Cc2ccco2)c(OC)c1,3,-0.4,-24,-13,-21,-2,-3,2,5,6
CN(CC(=O)Nc1ccc(F)c(F)c1F)C(=O)c1ccc2c(c1)OCCO2,20,0.3,.,-2,-3,0,-14,.,-1,.
COc1ccc(CCNC(=O)C2CCN(C(=O)c3ccc(F)cc3)CC2)cc1,13,-11,-46,-3,3,0,1,-4,-5,1
CCCCC(=O)NC(NC(=O)CCCC)c1ccc(OCC(C)C)c(OC)c1,34,0.6,-8,1,24,-2,2,-9,5,-3
COc1ccc(-c2noc(CN(C)C(=O)c3ccco3)n2)cc1,30,1.2,-17,9,5,6,7,-6,-22,-5
CCOC(=O)N1CCN(S(=O)(=O)c2cccc3nonc23)CC1,8,-0.2,7,2,2,0,1,1,11,4
COc1ccc(Br)cc1/C=C\C(=O)NCc1cccnc1,23,-0.4,1,-4,9,5,0,4,19,2
O=C(CCC1CCCN(C(=O)C2CCCC2)C1)NCc1ccc(F)c(F)c1 (configuration not stated),18,0.2,0,15,-4,10,-11,1,-14,-2
N/C(=N\NC(=O)c1sccc1OCc1ccc(Cl)cc1Cl)c1ccccn1,-1,4.0,-14,18,3,3,?,5,52,0
Cc1ccc(OCC(=O)N2c3ccccc3CC2C)c([N+](=O)[O-])n1 (configuration not stated),21,-0.6,-26,15,-2,-4,7,2,-3,0

# Single records, from the list above. Values in the order: AI-2 QS mod, HIF activator, KLF5 inhibitor, HSF-1 act, Platelet DG rel, HSF1 inh, SKKanGAS inh, IEC-6 cytotox, aSyn UTR inh, HSP90 refold inh
# Listed for COc1ccc(-c2noc(CN(C)C(=O)c3ccco3)n2)cc1 → 30, 1.2, -17, 9, 5, 6, 7, -6, -22, -5
# Listed for CCOC(=O)c1cc([N+](=O)[O-])sc1N → 11, -0.8, -22, 4, -4, -6, -2, 4, 3, 0

# Next section
SMILES,AI-2 QS mod,HIF activator,KLF5 inhibitor,HSF-1 act,Platelet DG rel,HSF1 inh,SKKanGAS inh,IEC-6 cytotox,aSyn UTR inh,HSP90 refold inh
COc1ccc(Cc2nnc(Nc3ccc(C)cc3)o2)cc1OC,6,-0.2,-8,-5,5,-7,3,17,49,-5
COc1ccccc1N(CC(=O)NC1CCCCC1)C(=O)CCC(=O)Nc1nccs1,-3,0.7,-33,10,0,0,-4,-4,-7,-4
Cc1ccc(C(=O)CSc2ccc(-c3ccncc3)nn2)cc1,30,?,-25,-18,1,2,-24,-6,1,-1
NC(=O)C1=C[C@@H](C2CCCCC2)C[C@@H](OCc2ccc(CO)cc2)O1,34,2.9,.,7,-3,4,1,.,-17,.
O=C(Nc1nnc(-c2cccs2)o1)c1ccc(S(=O)(=O)N2CCOCC2)cc1,29,-0.1,24,1,0,2,7,4,26,0
S=C(Nc1ccccc1)N1CCCN1c1ccccc1,6,0.2,-36,1,11,3,-13,0,-9,1
Cc1ccc(-c2c(C)sc3ncn(CC(=O)N4CCOCC4)c(=O)c23)cc1C,19,-0.1,-24,-1,-1,-5,6,-7,11,-4
COc1ccccc1CNC(=O)CCC(=O)N1CCOc2ccc(Cl)cc21,24,-0.1,-1,3,-4,-1,-8,8,5,1
COCCCNC(=S)NNC(=O)c1cccnc1,2,0.0,-32,9,-3,-15,-1,2,9,2
CCOC(=O)c1cc(-c2ccccc2)nn1CC1CC(c2cccc([N+](=O)[O-])c2)=NO1 (configuration not stated),0,-0.8,.,21,2,20,4,.,25,.
O=C(NCc1ccco1)C1CCCN1C(=O)NCc1ccccc1 (configuration not stated),11,-0.2,-19,0,-2,-4,-15,4,-12,3
